Screening results as filed in PubChem.
UPR XBP1 act: activators of adaptive arm of unfolded protein response (XBP1) | CHO-XBP1 luciferase reporter, IRE1-XBP1 UPR activation, luminescence; percent of tunicamycin response, DMSO as zero | activation, % at 20 µM | 330,000 tested, 0.33% active | AID 463104;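 active = versus positive control, 20 µM dose yields 30% or more activation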;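 note: 100% = tunicamycin at 10 µg/mL and 0% = DMSO only wells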
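Material: CHO cell line with stable XBP1 luciferase reporter; buffer or medium: F12 medium containing 10% fetal bovine serum; compound: single point, 20 µM final compound, 1% DMSO; incubation: 6 h treatment, 37 °C; measured by: glow luminescence from Steady-Glo reagent; evaluation: activation, % of tunicamycin; control set: tunicamycin high, DMSO low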
Jurkat NFkB inh: lowers PMA/ionomycin-induced NF-kB signal in Jurkat cells; 330,000 tested, 0.53% active; inhibition, % at 4 µM; AID 435003; PMA/ionomycin-induced NF-kB luciferase reporter, luminescence; in the data active = inhibition above about 50%
tim23-1 inh: growth inhibitors of tim23-1 mutant yeast; S. cerevisiae tim23-1 growth, BacTiter-Glo luminescence, 24 h; inhibition, % at 20 µM; 330,000 tested, 1.3% active; AID 463212;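 active = growth inhibition of the mutant yeast at or above 50%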;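 note: temperature-sensitive mutant grown at 25 °C; plate controls were DMSO-treated mutant yeast for no effect and medium wells lacking yeast for full effect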
UPR CHOP act: apoptotic UPR (CHOP) activation; CHO-CHOP luciferase reporter, luminescence; percent of tunicamycin response over DMSO baseline; activation, % at 10 µM; 330,000 tested, 0.34% active;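 active = at 10 µM dose, activation of 40% or more, normalized to positive control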;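 note: 100% = tunicamycin at 10 µg/mL and 0% = DMSO alone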
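Assay system: CHO-CHOP cells, stable luciferase reporter of PERK-eIF2a-CHOP signalling / Buffer or medium: F12 plus 10% serum / Compound dosing: one dose, 10 µM in 0.5% DMSO / Times: 6 h compound treatment, 37 °C / Technique: luciferase luminescence / Read-out: % reporter activation, DMSO baseline versus tunicamycin full activation / Benchmarks: tunicamycin and DMSO controls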
tim10-1 inh: tim10-1 yeast growth inhibition; inhibition, % at 20 µM; AID 463190; S. cerevisiae tim10-1 ts strain growth, BacTiter-Glo, 24 h; 330,000 tested, 2.2% active;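 active = inhibition of at least 40%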;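 note: mutant grown at 25 °C; 0% = DMSO wells with yeast and 100% = wells holding no yeast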
Mdm2-MdmX inh: human Mdm2/MdmX binding inhibition | 330,000 tested, 3% active | O15151+Q00987 | AID 485346 | SaOS-2 split-luciferase Mdm2/MdmX complementation, luminescence | inhibition, % at 8 µM;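 active = inhibition of at least 50% at 8 µM in the primary screen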
Target sequence (O15151 whole entry, looked up): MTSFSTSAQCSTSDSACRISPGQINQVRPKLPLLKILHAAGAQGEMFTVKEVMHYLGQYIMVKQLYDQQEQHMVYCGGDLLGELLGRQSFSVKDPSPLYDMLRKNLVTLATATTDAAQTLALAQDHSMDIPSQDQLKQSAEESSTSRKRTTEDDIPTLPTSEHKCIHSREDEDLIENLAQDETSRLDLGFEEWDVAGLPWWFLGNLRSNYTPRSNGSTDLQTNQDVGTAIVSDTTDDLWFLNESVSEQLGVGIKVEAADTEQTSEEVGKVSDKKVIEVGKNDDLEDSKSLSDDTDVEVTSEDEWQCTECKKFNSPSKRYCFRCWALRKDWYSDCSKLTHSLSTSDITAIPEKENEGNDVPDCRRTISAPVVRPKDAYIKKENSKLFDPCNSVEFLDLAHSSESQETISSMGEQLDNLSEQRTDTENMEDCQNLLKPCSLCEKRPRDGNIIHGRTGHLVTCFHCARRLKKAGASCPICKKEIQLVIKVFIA
Target sequence (Q00987 whole entry, looked up): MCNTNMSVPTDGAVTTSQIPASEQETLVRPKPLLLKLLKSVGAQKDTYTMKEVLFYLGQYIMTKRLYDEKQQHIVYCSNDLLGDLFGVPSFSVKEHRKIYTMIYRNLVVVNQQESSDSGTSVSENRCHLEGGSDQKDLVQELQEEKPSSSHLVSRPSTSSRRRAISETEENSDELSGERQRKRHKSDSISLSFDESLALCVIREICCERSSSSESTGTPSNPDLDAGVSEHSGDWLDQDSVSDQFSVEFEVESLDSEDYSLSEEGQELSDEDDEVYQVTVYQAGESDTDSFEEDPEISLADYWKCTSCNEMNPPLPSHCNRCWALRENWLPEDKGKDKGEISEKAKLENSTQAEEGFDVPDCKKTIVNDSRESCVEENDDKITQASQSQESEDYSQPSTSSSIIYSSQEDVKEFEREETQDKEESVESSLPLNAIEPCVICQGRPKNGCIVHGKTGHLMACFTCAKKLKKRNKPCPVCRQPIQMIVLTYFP
TIM10 inh: growth inhibitors of TIM10 yeast strain; S. cerevisiae TIM10 strain growth, BacTiter-Glo luminescence, 24 h; inhibition, % at 10 µM; 330,000 tested, 1.4% active; AID 463195;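 active = inhibition of 40% or more at the single tested concentration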;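 note: wild-type TIM10 isogenic control strain grown at permissive 25 °C; 0% = DMSO yeast wells and 100% = minimal medium wells without yeast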
697 NFkB inh: lowers PMA/ionomycin-induced NF-kB signal in 697 B cells | inhibition, % at 4 µM | AID 435022 | 330,000 tested, 0.33% active | 697 B-cell NF-kB luciferase reporter, 16 h; in the data active = inhibition above about 35%
An asterisk follows results filed as active. An unsorted share of the library; any-hit rate near 6.6%.

SMILES	UPR XBP1 act	Jurkat NFkB inh	tim23-1 inh	UPR CHOP act	tim10-1 inh	Mdm2-MdmX inh	TIM10 inh	697 NFkB inh
O=C(COC(=O)/C=C/c1cccc(C(F)(F)F)c1)NCc1cccs1	2	-13	5	2.0	15	-11	-2	-25
O=C(COC(=O)c1ccc[nH]c1=O)Nc1cc(S(=O)(=O)N2CCCCC2)ccc1Cl	-1	3	8	0.2	8	10	13	2
CCn1c(SCC(=O)Nc2cc(C)c(Cl)cc2OC)nnc1-c1ccco1	-3	36	37	-1.0	14	35	33	3
CN(C)c1ccc(S(=O)(=O)NCC(=O)NCCC2=CCCCC2)cc1[N+](=O)[O-]	-2	11	16	25	4	-30	3	23
O=C(NCc1cnn(-c2ccc(F)cc2)c1)C1CCC(=O)N(C2CC2)C1 (stereo unspecified)	-1	-1	-5	1.3	-24	12	-1	-5
CCCCn1c(N)c(-c2nc3ccccc3s2)c2c([N+](=O)[O-])nn(C)c(=O)c21	1	-12	-9	15	15	33	-16	-18
O=[N+]([O-])c1cc(S(=O)(=O)N2CCOCC2)ccc1N1CCCC1	-2	11	14	1.7	28	6	11	3
CCc1cc(=O)oc2c(C)c(OCC(=O)N3CCC(C(=O)O)CC3)ccc12	-4	4	1	-0.6	24	10	4	4
CS(=O)(=O)c1ccc(-c2cccc(NC(=O)c3ccc(Br)o3)c2)nn1	-3	20	-10	0.4	-2	34	4	21
CCO[C@H]1OC(C(=O)N2CCCCCCC2)=C[C@@H](c2coc3ccccc3c2=O)[C@@H]1CCCO	0	8	16	0.6	8	1	6	12
O=C(Nc1ccccc1)N1CCCCC1c1cccnc1 (stereo unspecified)	-2	3	7	0.5	11	-18	11	-2
Oc1ccc(N=Cc2ccc(-c3cccs3)s2)cc1	2	-13	29	1.6	-6	-15	8	-44
COc1ccccc1Nc1nc(-c2sc(NC(=O)c3ccccc3)nc2C)cs1	0	-3	14	-0.4	4	21	3	-3
CC(=O)c1cc(-c2ccccc2)n(CC(=O)Nc2ccc(C)c(C)c2)c1C	-2	5	-1	-1.7	10	35	11	-11
C=CCn1c(O)c(N=NC(=O)CNC(=O)c2ccco2)c2ccccc21	-5	27	-3	-1.6	6	29	-6	-4
CSc1ccc(CN2CCN(S(=O)(=O)Cc3ccccc3)CC2)cc1	-5	13	15	0.5	6	0	-8	-12
Cc1ccc(S(=O)(=O)NCCC(=O)Nc2ccc3c(c2)OCO3)cc1	-1	-2	6	-2.5	3	8	-27	-4
CC(=O)Oc1c(Sc2ccccc2[N+](=O)[O-])c(C)nn1C(C)(C)C	-2	-13	35	-0.5	27	15	14	18
O=C(Nc1cc(F)ccc1F)C1CCCO1 (stereo unspecified)	1	7	18	-0.4	3	-27	-11	-6
CCOC(=O)C(=O)Nc1ccccc1C(=O)OC	-3	12	5	-2.2	10	10	5	-1
Cc1ccc(NC(=O)CN2CCN(S(=O)(=O)c3ccc(F)cc3)CC2)cc1C	-3	2	21	2.1	0	24	-1	15
CCc1[nH]nc2c1C(C1C=CCCC1)C(C#N)=C(N)O2 (stereo unspecified)	-2	9	0	0.1	6	40	11	-1
COc1cc(/C=C(/C#N)c2nc3ccccc3[nH]2)ccc1OC(=O)c1ccco1	7	-24	2	6.4	-3	-26	16	-8
COc1cc2c(cc1OC)C(=O)Cc1ccc3c(c1CN(C)CC2)OCO3	-4	3	6	-0.7	12	1	5	-3

Reprinted from the results shown, three compounds:
SMILES	UPR XBP1 act	Jurkat NFkB inh	tim23-1 inh	UPR CHOP act	tim10-1 inh	Mdm2-MdmX inh	TIM10 inh	697 NFkB inh
CCOC(=O)C(=O)Nc1ccccc1C(=O)OC	-3	12	5	-2.2	10	10	5	-1
Cc1ccc(NC(=O)CN2CCN(S(=O)(=O)c3ccc(F)cc3)CC2)cc1C	-3	2	21	2.1	0	24	-1	15
CCc1[nH]nc2c1C(C1C=CCCC1)C(C#N)=C(N)O2 (stereo unspecified)	-2	9	0	0.1	6	40	11	-1

Continued:
SMILES	UPR XBP1 act	Jurkat NFkB inh	tim23-1 inh	UPR CHOP act	tim10-1 inh	Mdm2-MdmX inh	TIM10 inh	697 NFkB inh
Cc1ccc(N)c2c1OCCC2=O	-1	5	8	0.8	12	12	9	2
CCCCOC(=O)/C=C\C(=O)OCCCC	-2	22	3	3.1	-7	-17	-7	28
COc1ccc(OC)c(CN2C(=O)c3ccccc3C2C(=O)NCc2cccnc2)c1 (stereo unspecified)	-1	5	-1	1.6	2	4	-6	8
Cc1ccc(C)c(OCc2n[nH]c(=S)o2)c1	0	1	-10	10	-11	-25	9	8
O=C(O)c1ccccc1C(=O)Nc1ccc(S(=O)(=O)N2CCCC2)cc1	-1	-6	2	-0.1	-15	9	-16	-4
O=C(Nc1ccc(Cl)cc1C(=O)NCCN1CCOCC1)c1ccc(Cl)cc1Cl	0	14	31	0.6	25	7	34	7
COc1ccc(/C=N/NC(=O)c2ccoc2C)cc1OC	3	-28	10	2.8	2	-11	-13	0
Cc1csc2nc(CCNS(=O)(=O)c3cccs3)cn12	4	-53	-3	1.6	1	-34	-3	-50
CNC(=S)NNC(=O)c1cn(C)nc1C	0	-2	14	-0.3	12	-41	-16	-9
CCc1n[nH]c(=S)n1/N=C/c1c[nH]c2ccc(Br)cc12	-1	1	6	-2.4	12	32	33	-9
Cc1ccc(-c2nnn(CC(=O)N(CCCO)C(C(=O)NC3CCCC3)c3ccc(Cl)cc3)n2)o1 (stereo unspecified)	-5	-23	10	-1.1	2	5	-6	17
CCC(C)(c1nnnn1-c1c(C)cccc1C)N(N=O)c1cccc(C(F)(F)F)c1 (stereo unspecified)	-3	-2	33	1.1	24	15	16	21
C=CCc1cccc(/C=N/NC(=O)CCC(=O)Nc2ccc(F)cc2)c1O	-3	24	-19	-2.2	18	71*	9	-3
Cc1ccc(NC2=C/C(=N/S(=O)(=O)c3cccs3)c3ccccc3C2=O)cc1	-6	-24	21	-3.3	37	53*	20	-97
Fc1ccc(NC(=S)NCc2ccccc2)cc1	-2	-11	34	3.7	14	-22	6	9
N/C(=N\OC(=O)c1ccc(Cl)c([N+](=O)[O-])c1)c1ccccc1	-2	-30	81*	15	34	65*	72*	-11
COc1ccc(N(CC(=O)NCc2ccco2)C(=O)CCC(=O)Nc2nccs2)c(OC)c1	2	-14	21	0.8	-6	-5	9	15
CCCOc1ccc(C(=O)NC(=S)N2CCN(c3cc4c(cc3F)c(=O)c(C(=O)O)cn4CC)CC2)cc1	6	9	-17	-1.2	9	9	-2	-11
COc1ccc(NC(=O)C2CCN(c3ncnc4c3nc3n4CCCCC3)CC2)c(OC)c1	-1	-17	18	-0.2	3	19	5	-95
CC(=O)c1c(C)[nH]c(C(=O)Nc2nc(-c3ccccc3)c(C)s2)c1C	6	-50	26	5.9	43*	-21	22	-32
COc1ccc(Cl)cc1NC(=O)CN(C)Cc1cccs1	-3	17	23	2.8	23	7	-13	14
CCOC(=O)c1c(CN2CCOCC2)n(-c2ccccc2)c2ccc(O)cc12	2	-7	32	0.7	45*	21	-2	-12
O=C(NNc1ccccc1Br)C(=O)n1ccc2ccccc21	-3	-7	-3	1.0	-39	-6	-99	-49
CC1(C)CC(=O)C=C(Nc2ccc(Br)cn2)C1	-4	-11	6	-2.6	12	-2	8	10
CCOc1ccc(C(=O)NCc2ccco2)cc1	0	-6	1	1.4	-4	-6	-4	-2
O=C(Nc1ccccc1)Nc1ccc(O)c2ccccc12	-1	11	-11	4.8	-1	29	8	-13
CCCc1nnc(NC(=O)CCC(=O)Nc2ccc(F)cc2)s1	-3	2	0	0.3	-11	25	3	15
Cc1ccccc1CN1CCN(S(=O)(=O)c2ccc(Cl)s2)CC1	-2	6	36	-0.3	24	5	24	-3
O=C(O)COCC(=O)NCc1nc(-c2ccc(C(F)(F)F)cc2)no1	2	8	4	-0.1	17	11	8	4
CCOc1ccc(-c2noc(CCCC(N)=O)n2)cc1OC	-1	2	-11	1.6	12	-5	-9	27
O=C(Nc1cccnc1)c1ccc(CN2CCc3ccccc3C2)cc1	-2	5	-10	0.4	-17	4	-27	-8
NCc1cccc(-n2cccn2)c1	0	-29	6	-1.3	-8	-6	3	-2
Cc1cccc(C(=O)NC(C)C(=O)NC(c2nc3ccccc3[nH]2)C(C)C)c1 (stereo unspecified)	0	4	5	-0.5	-4	-2	3	0
COc1ccccc1NC(=O)c1ccccc1NC(=O)c1ccccn1	2	14	28	-0.2	31	12	8	-8
CN1C(=O)[C@@H]2[C@H](C1=O)[C@@H]1C(=O)Nc3ccccc3C(=O)N1[C@@H]2c1ccc(F)cc1	3	-11	-4	-2.7	-9	7	7	5
O=C(N/N=C/c1ccc(N2CCOCC2)cc1)c1ccc(O)cc1	0	-1	16	1.9	12	21	-7	4

Shown with values under each structure: two of the compounds above.
Second line of a record: UPR XBP1 act, Jurkat NFkB inh, tim23-1 inh, UPR CHOP act, tim10-1 inh, Mdm2-MdmX inh, TIM10 inh, 697 NFkB inh
> CCCc1nnc(NC(=O)CCC(=O)Nc2ccc(F)cc2)s1
    -3, 2, 0, 0.3, -11, 25, 3, 15
> O=C(Nc1cccnc1)c1ccc(CN2CCc3ccccc3C2)cc1
    -2, 5, -10, 0.4, -17, 4, -27, -8

(further entries)
SMILES	UPR XBP1 act	Jurkat NFkB inh	tim23-1 inh	UPR CHOP act	tim10-1 inh	Mdm2-MdmX inh	TIM10 inh	697 NFkB inh
O=C(c1cccnc1)N1CCN(S(=O)(=O)c2ccc(S(=O)(=O)N3CCCC3)cc2)CC1	0	-3	1	-1.4	5	-32	-14	5
COc1ccccc1/C=C\C(=O)NCC(=O)N/N=C/c1cccc(OC)c1O	-3	16	10	0.4	51*	51*	14	-3
CCc1ccc(S(=O)(=O)Nc2ccc(N3CCN(C)CC3)cc2)cc1	1	1	-6	1.1	5	20	13	-9
COc1ccc(-c2noc(CCCC(=O)NCCc3ccccc3)n2)cc1OC	-2	-2	-2	-2.9	21	-9	15	1
O=C(O)CSCCn1cccn1	0	-8	11	0.7	5	-1	-17	5
COC(=O)CN(c1nc(C)c(Br)c(OC)n1)S(=O)(=O)c1ccc(C)cc1	-3	17	16	2.1	33	-2	11	22
Cc1cc(C(C)(C)C)oc1C(=O)N(CC(=O)NC1CCCC1)Cc1ccccc1	0	6	15	-1.9	13	12	10	13
CCOC(=O)C(C)/C(C)=N/NC(=O)c1cc2ccccc2cc1O (stereo unspecified)	0	10	2	3.0	5	82*	5	4
COc1ccc(C)cc1NC(=O)C1CCCN(S(=O)(=O)c2cccnc2)C1 (stereo unspecified)	-5	12	19	-0.2	29	13	5	8
O=C(CCN1c2ccccc2Sc2ccccc21)OCc1nnc(-c2ccccc2)o1	-1	-4	-2	-1.3	29	16	-4	-2
COc1cc(N2CCOCC2)ccc1C=C(C#N)C#N	-1	19	-10	-0.4	-11	2	-18	-3
COC(=O)CSc1ccc2nnc(CCNS(=O)(=O)c3ccc(C)cc3)n2n1	4	19	-10	-1.4	7	-3	-2	-2
O=C(COC(=O)c1cccc(S(=O)(=O)N2CCCC2)c1)Nc1ccccc1Cl	0	2	6	-1.1	1	5	-20	5
CN1CCN(C(=O)c2cc([N+](=O)[O-])ccc2Cl)CC1	-8	2	4	-1.3	-5	4	16	-5
COc1ccc(NC(=O)c2c3c(nc4ccccc24)CCC3)cc1S(=O)(=O)N1CCOCC1	-1	11	-2	0.6	20	0	-3	3
COCCCNC(=O)CN(c1cccc(Cl)c1C)S(C)(=O)=O	-1	2	6	-0.2	-9	-9	5	17
COc1ccc(-c2ccc3c(c2)S(=O)(=O)c2cccc(C(=O)NCc4cc(C)oc4C(F)(F)F)c2C3=O)cc1OC	-1	-5	8	-1.3	4	36	-3	-4
Nc1ncc2c(n1)-c1ccccc1CC2	1	-1	-2	2.3	15	15	6	1
O=C(CSc1ncn[nH]1)NC1CC2CCC1C2 (stereo unspecified)	-5	-15	11	-4.2	5	23	3	-6
